Neddylation inh: inhibitors of human cullin neddylation; AID 651699; P61081+Q13564; 360,000 compounds, 0.58% hits; TR-FRET cullin neddylation, biochemical; calls only at 25 µM; in the data active = inhibition above about 36%
Rpn11 inh: blocks the human proteasome subunit Rpn11; AID 588493; human 26S proteasome, Ub4-pepOG fluorescence polarization; 20S core pre-blocked with epoxomicin; 360,000 compounds, 0.59% hits; O00487; calls only at 20 µM;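 active = inhibition at 20 µM, scaled to each plate's controls, above about 33%, limit read from the data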
Target sequence (O00487 whole entry, looked up): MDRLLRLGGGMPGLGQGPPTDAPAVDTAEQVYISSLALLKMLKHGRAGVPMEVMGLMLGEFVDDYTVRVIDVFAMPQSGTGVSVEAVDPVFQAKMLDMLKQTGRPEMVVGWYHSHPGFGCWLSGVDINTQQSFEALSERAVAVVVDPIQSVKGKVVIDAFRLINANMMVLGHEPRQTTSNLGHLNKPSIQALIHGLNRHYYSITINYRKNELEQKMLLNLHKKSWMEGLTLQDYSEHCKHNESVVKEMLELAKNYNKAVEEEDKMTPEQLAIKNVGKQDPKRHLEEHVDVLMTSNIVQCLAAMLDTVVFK
DNMT1 inh: blocks human DNA methyltransferase DNMT1; P26358; inhibition (reported as % activation of signal), % at 10 µM; DNMT1 molecular beacon, Hinp1I cleavage, fluorescence; 360,000 compounds, 0.83% hits; in the data active = inhibition above about 50%
Rin1-Abl PPI inh: inhibitors of human Rin1-Abl protein interaction; TR-FRET Rin1/Abl binding, biochemical; inhibition, % at 7.35 µM; 360,000 compounds, 0.4% hits; in the data active = inhibition above about 5%, passing the limit was not always enough
LMPTP inh: blocks human LMPTP phosphatase; 360,000 compounds, 0.22% hits; inhibition, % at 20 µM; recombinant LMPTP-A, OMFP fluorogenic substrate, fluorescence intensity; P24666; AID 651560;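 active = compounds that cut the enzyme signal by at least half of the control window in the single-dose screen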;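 also: plate controls were DMSO wells with enzyme plus substrate for no effect and substrate without enzyme for full effect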
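Assay system: LMPTP-A phosphatase enzyme | Input: 0.625 nM enzyme | Also added: Fluorogenic phosphatase substrate OMFP at 400 µM final | Compound dosing: One test concentration per compound, 20 µM, with 3% DMSO overall | Schedule: 50 min enzyme reaction at room temperature, protected from light | Signal: Fluorescence intensity | Benchmarks: no-enzyme and uninhibited controls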
STEP block: STEP (human) phosphatase inhibition | 360,000 compounds, 0.25% hits | recombinant STEP, OMFP fluorogenic substrate, fluorescence | AID 588621 | inhibition, % at 20 µM | P54829;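 active = inhibition at 20 µM, scaled per plate between control wells, above about 37%, limit read from the data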;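 also: 0% = DMSO with enzyme and substrate and 100% = substrate only without enzyme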
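Material: STEP (striatal-enriched tyrosine phosphatase) enzyme, cell-free | Medium: 50 mM Bis-Tris pH 6.0 with 2.5 mM DTT and 0.005% Tween 20 | Read-out: Percent inhibition scaled to no-enzyme and uninhibited-enzyme controls, plate-pattern corrected | Signal: Fluorescence read at 480 nm ex / 540 nm em | Times: 20 min reaction, room temperature, in the dark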
Scp1 inh: inhibitors of human Scp-1 phosphatase; inhibition, % at 20 µM; Recombinant Scp1, phosphopeptide, malachite green phosphate absorbance; 340,000 compounds, 0.88% hits;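 active = inhibition above about 50% at 20 µM, limit read from the data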;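 also: plate controls were DMSO wells with enzyme for no effect and wells lacking enzyme for full effect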
Target sequence (Q9GZU7 76-261 limits assumed): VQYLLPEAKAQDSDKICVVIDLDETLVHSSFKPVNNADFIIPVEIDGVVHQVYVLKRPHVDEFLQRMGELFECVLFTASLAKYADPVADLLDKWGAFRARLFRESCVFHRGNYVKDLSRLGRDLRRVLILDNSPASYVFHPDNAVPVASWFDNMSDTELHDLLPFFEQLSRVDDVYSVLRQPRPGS
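Incubation: 45 min enzyme reaction at room temperature / System: truncated SCP-1 phosphatase (76-261aa) / Reagent: Phospho 17-mer peptide substrate / Buffer or medium: Acidic Tris acetate buffer with magnesium and detergent / Signal: absorbance at 630 nm / Doses: one concentration, 20 µM, with 1.0% DMSO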
NadD inh: inhibitors of Staphylococcus aureus NadD; AID 602399; inhibition, % at 20 µM; 360,000 compounds, 0.78% hits; purified NadD enzyme, colorimetric absorbance read-out; in the data active = inhibition above about 26%; also: some compounds past the cut are filed as inactive
SUMO1 PPI mod: SUMO1-SIM interaction modulation; P63165; SUMO1 binding to a labelled peptide, TR-FRET, 1 h; 360,000 compounds, 0.33% hits; inhibition, % at 20 µM; in the data active = inhibition above about 37%
Target sequence (P63165 whole entry, looked up): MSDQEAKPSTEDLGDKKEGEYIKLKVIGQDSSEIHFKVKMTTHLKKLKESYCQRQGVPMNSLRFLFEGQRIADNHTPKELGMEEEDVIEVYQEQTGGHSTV
CSN deneddyl inh: inhibitors of human CSN-mediated cullin deneddylation; 360,000 compounds, 0.38% hits; Q92905; inhibition, % at 12.5 µM; Purified CSN, SCF-Nedd8-OG deneddylation, fluorescence polarization;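 active = pattern-corrected inhibition above about 35%, with an unprinted fluorescence ratio check between 0.5 and 1.5, limit read from the data, passing the limit was not always enough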;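 also: 0% = enzyme with substrate and 100% = substrate without enzyme; some results filed as inactive read as strong as hits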
Target sequence (Q92905 whole entry, looked up, one chain of several): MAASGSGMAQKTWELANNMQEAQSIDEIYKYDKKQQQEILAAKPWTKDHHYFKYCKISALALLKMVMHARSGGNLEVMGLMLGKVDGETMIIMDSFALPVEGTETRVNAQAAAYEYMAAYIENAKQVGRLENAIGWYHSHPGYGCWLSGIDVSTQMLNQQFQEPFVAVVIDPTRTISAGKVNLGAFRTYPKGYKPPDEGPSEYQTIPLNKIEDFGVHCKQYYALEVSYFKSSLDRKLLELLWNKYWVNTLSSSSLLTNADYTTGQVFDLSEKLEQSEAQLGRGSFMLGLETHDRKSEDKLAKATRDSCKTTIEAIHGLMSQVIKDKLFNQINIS
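Assay system: purified human Csn5 enzyme expressed in HEK293T cells; measure: % inhibition; also added: SCFSkp2-Nedd8OG substrate at 10 nM final; technique: fluorescence polarization; times: reaction 90 min, room temperature; medium: Tris buffer pH 7.5, NaCl, DTT, Tween-20, trehalose, ovalbumin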
* hit, by the source's call; i = inactive; / = not tested or not shown; + = active, no number.

SMILES	Neddylation inh	Rpn11 inh	DNMT1 inh	Rin1-Abl PPI inh	LMPTP inh	STEP block	Scp1 inh	NadD inh	SUMO1 PPI mod	CSN deneddyl inh
CCc1nn(C(C)C(=O)Nc2cccc(C)c2C)c(=O)c2cc3occc3n12 (stereo not given)	i	i	-3	-2	1.8	-2	0	-4	3	0
O=C1c2cc(S(=O)(=O)NCCO)ccc2-c2ccc(S(=O)(=O)NCCO)cc21	i	i	1	-4	0.2	1	-4	6	-26	-10
CCC(=O)Nc1cccc(NC(=O)c2ccc(C)cc2Cl)c1	i	i	0	0	0.2	-1	-9	4	-4	-7
COc1ccc(CSc2nnc(C)s2)cc1F	i	i	-3	2	-0.2	-6	-9	1	0	-9
CC1CCN(CCC(=O)N/N=C/c2ccc([N+](=O)[O-])cc2)CC1	i	i	0	-3	-0.8	1	-9	-9	-27	-7
O=C(CSc1nnc(-c2ccccc2)n1Cc1ccccc1)N1CCCC1	i	i	0	-1	0.6	-1	5	2	-1	6
CC1(C(=O)NS(=O)(=O)c2ccc(Br)cc2)CCN1C(=O)CCc1ccccc1 (stereo not given)	i	i	1	0	-2.0	-1	/	4	5	3
Cc1ccccc1C(=O)Nc1c(C(=O)N2CCN(C)CC2)cnn1-c1ccccc1	i	i	2	2	-1.3	2	-9	-11	4	-4
O=C(c1cc(-c2ccncc2)nc2ccc(Br)cc12)N1CCN(c2ccccn2)CC1	i	i	-4	-2	1.0	5	-2	3	-9	6
Cc1csc(NC(=O)CSc2nnc(-c3ccncc3)n2C)n1	i	i	8	-2	-3.9	-3	-6	-3	-1	20
COC(=O)COc1ccc(S(=O)(=O)Nc2ccc(C(N)=O)cc2)cc1	i	i	3	2	-1.3	-2	-4	-2	-1	-7
COc1ccccc1N1CCN(C(=O)c2ccc(S(=O)(=O)N3CCCCCC3)cc2)CC1	i	i	-3	3	-1.1	-5	-3	-1	-1	0
Cc1ccc(S(=O)(=O)Cn2nnnc2C(C(C)C)N2CCN(Cc3ccco3)CC2)cc1 (stereo not given)	i	i	-1	-2	-0.4	1	0	-6	-2	0
CC(C)Cc1nnc(NC(=O)CCC(=O)N2CCN(c3ccccn3)CC2)s1	i	i	0	4	-0.6	-2	-5	-5	1	1
O=C1COc2ccc(S(=O)(=O)NCc3ccc(Cl)cc3)cc2N1	i	i	0	-2	0.0	-4	-2	-3	1	3
Cc1ccc(OCCNC(=O)C2CCCCC2)cc1	i	i	-1	-1	-0.5	-1	-5	-2	1	3
Cc1ccccc1NC(=O)c1cccc(N2C(=O)C3C4CCC(C4)C3C2=O)c1 (stereo not given)	i	i	-1	-2	0.0	0	2	1	0	6
O=C(Nc1cccc(-c2ccc3nncn3n2)c1)c1ccco1	i	i	2	0	1.5	-1	-16	-2	-7	1
CCN1C[C@@H]2[C@@H]3C(=O)N(Cc4ccccc4)C(=O)[C@@H]3[C@](CC)(C1=O)N2C(=O)c1ccc(Cl)c(Cl)c1	i	i	2	2	1.3	-1	0	2	0	4
CCOc1ccccc1C1C(C#N)=C(N)Nc2onc(-c3ccccc3)c21 (stereo not given)	i	i	-8	4	0.5	0	3	-2	-1	-1

An excerpt from above with just Scp1 inh and NadD inh:
molecule | Scp1 inh | NadD inh
COc1ccccc1N1CCN(C(=O)c2ccc(S(=O)(=O)N3CCCCCC3)cc2)CC1 | -3 | -1
Cc1ccc(S(=O)(=O)Cn2nnnc2C(C(C)C)N2CCN(Cc3ccco3)CC2)cc1 (stereo not given) | 0 | -6
CC(C)Cc1nnc(NC(=O)CCC(=O)N2CCN(c3ccccn3)CC2)s1 | -5 | -5
O=C1COc2ccc(S(=O)(=O)NCc3ccc(Cl)cc3)cc2N1 | -2 | -3

Other compounds follow:
SMILES	Neddylation inh	Rpn11 inh	DNMT1 inh	Rin1-Abl PPI inh	LMPTP inh	STEP block	Scp1 inh	NadD inh	SUMO1 PPI mod	CSN deneddyl inh
COc1ccc(S(=O)(=O)N2CCC(C(=O)NCCC(=O)Nc3cccc(OC)c3)CC2)cc1	i	i	-2	-1	-0.4	-2	-3	0	-3	0
CC1CCCC(C)N1/N=C/c1ccccc1C(=O)O (stereo not given)	i	i	1	-1	-1.7	1	-5	-1	0	-2
COc1ccc(NC(=O)CN(C)C(=O)c2ccc(C)c(S(=O)(=O)N3CCCCC3)c2)cc1	i	i	-24	2	-8.6	-3	-5	1	-98	-3
CSc1ccc(CN(C)CC(=O)Nc2cccc(Br)c2)cc1	i	i	1	2	0.6	2	-5	-2	-3	-12
CCn1cc(C(=O)OCC(=O)N2C(C)CCCC2C)c(=O)c2ccc(C)nc21 (stereo not given)	i	i	-3	2	-1.4	-1	4	1	-2	0
O=C(Cc1ccc(NC(=O)C2CCCN(C(=O)C3CC3)C2)cc1)Nc1ccc(C(=O)N2CCOCC2)cc1 (stereo not given)	i	i	7	-2	-2.4	-4	-8	-1	6	-2
CN1CCN(c2ccc(CNS(=O)(=O)c3ccsc3)cc2)CC1	i	i	6	2	-3.2	-3	-14	2	3	1
Cc1c(N(CC(=O)O)S(=O)(=O)c2ccccc2)c(=O)n(-c2ccccc2)n1C	i	i	2	1	-0.7	-2	-6	-6	2	5
COc1cccc(NC(=O)CN(C)C(=O)c2ccc(NS(=O)(=O)c3ccc(F)cc3)cc2)c1	i	i	-2	6	-0.1	0	-11	-2	2	-4
O=C(Nn1c(C2CCCCC2)nc2ccccc2c1=O)c1ccc([N+](=O)[O-])cc1	i	i	2	2	-0.5	-5	1	0	-7	2
O=C(COC(=O)c1ccc(S(=O)(=O)N2CCCC2)cc1)NCc1ccc(Cl)cc1	i	i	15	0	0.3	-4	5	-5	0	0
O=C(O)C(Cc1ccc(OS(=O)(=O)Cc2ccccc2)cc1)NS(=O)(=O)Cc1ccccc1 (stereo not given)	i	i	-1	-2	0.1	-2	-1	3	2	0
Clc1ccc2c(c1)C(N1CCNCC1)=Nc1ccccc1O2	i	i	4	-2	-2.1	2	-9	-3	3	3
Cc1ccc(-c2ccc(=O)n(Cc3c(F)cccc3Cl)n2)cc1	i	i	1	2	1.1	-1	-9	-10	-14	-8
COc1cc2cc(CN(Cc3nnnn3Cc3ccco3)C3CCCCC3)c(=O)[nH]c2cc1OC	/	i	12	3	-0.8	0	-3	4	16	2
CCOC(=O)NC(=O)/C(C#N)=N/Nc1ccc(F)cc1	i	i	4	-5	0.4	-4	3	4	2	-7
Cc1ccc(Cl)cc1NC(=O)C1C2CCC(O2)C1C(=O)O (stereo not given)	i	i	10	3	-1.9	0	-9	-7	1	2
Cc1cc(C(=O)CSc2nnc3ccccn23)c(C)n1-c1ccccc1	i	i	1	-6	0.4	1	-3	7	-2	0
Cc1occc1C(=O)NC(C)c1ccc2c(c1)OCO2 (stereo not given)	i	i	1	1	-0.9	-2	-6	-2	-1	-2
Cc1c(NC(=O)c2ccc(Br)o2)cccc1C(=O)O	i	i	4	2	-1.5	-3	0	-6	2	3
Cc1nn(CC(=O)NCc2ccccc2F)c(C)c1[N+](=O)[O-]	i	i	-2	-2	-0.9	2	-1	3	0	0
COc1cc(NC(=O)CSc2nc3ccccc3c(=O)n2C)ccc1NC(=O)c1ccco1	/	i	6	-1	2.4	0	-1	2	5	0
COc1ccccc1NS(=O)(=O)c1cccc(C(=O)NN)c1	i	i	1	-3	0.5	-2	5	-1	5	-2
CCC(C)NC(=O)c1cc(-c2ccc(OC)cc2)on1 (stereo not given)	i	i	1	1	-0.7	-9	-6	-5	2	-12
COc1ccc(-c2cc(C(=O)Nc3sc4c(c3C#N)CCCC4)c3ccccc3n2)cc1OC	i	i	-6	-2	1.1	0	4	24	4	-4
CCOC(=O)C1=C(NC(=S)NC(=O)c2ccccc2)c2ccccc2CC1C(C)C (stereo not given)	i	i	-4	-1	5.2	3	-9	-6	1	5
CCOC(=O)c1sc(NC(=O)/C=C/c2c(F)cccc2Cl)nc1C	i	+	60*	1	7.2	0	-5	-4	1	-4
O=C(CCn1c(=O)[nH]c2ccsc2c1=O)N1CCN(c2ccc([N+](=O)[O-])cc2)CC1	i	i	1	-6	2.9	1	-1	-1	-34	1
Cc1ccc(CNC(=O)Cn2cccc2C(=O)c2ccccc2)cc1	i	i	-4	-6	-1.9	-2	-8	7	-1	2
Cn1cc(-c2nnc(-c3ccccc3)o2)c2ccccc21	/	i	0	-3	1.6	1	1	-16	5	-1
COC(=O)C1=C(CCc2ccccc2)NC(=O)NC1c1ccc(Br)cc1 (stereo not given)	i	i	2	-1	1.6	-3	-14	0	4	-1
COc1cccc(C(=O)NNc2c3ccccc3nc3ccccc23)c1	i	i	1	-6	6.8	2	6	5	-19	2
CCN(CC(=O)Nc1c(F)cccc1F)C(=O)Cc1ccsc1	i	i	-3	3	-9.1	-4	-2	2	-39	2
CC(Oc1cccnc1[N+](=O)[O-])C(=O)Nc1ccc(Cl)cn1 (stereo not given)	i	i	0	2	-0.1	0	3	2	-22	-2
CCOc1cc(CNc2ccccc2)cc(Br)c1OCc1ccccc1F	i	i	-6	-1	1.9	1	0	15	-2	-3
CCOC(=O)C1C(=O)CC(C)(O)C(C(=O)OCC)C1c1cccc(OC)c1 (stereo not given)	i	i	2	2	-0.4	1	-4	2	-1	1
Cc1cc(C)c(C)c(S(=O)(=O)Nc2ccccc2C(=O)NCCCN2CCOCC2)c1C	i	i	-4	-3	-2.6	0	1	-14	0	-1
COc1ccccc1-n1cnnc1SCC(=O)Nc1ncc(Cl)cc1Cl	i	i	-1	-2	0.7	-3	2	1	0	1
O=C(O)C(c1ccccc1)C1(O)CC2CCC1C2 (stereo not given)	i	i	2	4	1.6	-1	-5	1	22	-5
Cc1cc(C)n(-c2nc3c(c(=O)[nH]c(=O)n3C)n2C)n1	i	i	2	0	-1.8	0	3	-3	-1	-5
O=c1cc(SCc2ccccc2)nc[nH]1	i	i	-2	89*	0.1	7	-8	0	2	-4
CCC1CCCCN1C(=O)CSc1nnc(-c2ccc(Cl)cc2)o1 (stereo not given)	i	i	1	-1	0.8	2	-12	-3	6	-6
Cc1cccc(C(=O)OCC(=O)NC23CC4CC(CC(C4)C2)C3)c1O	i	i	1	-3	1.6	4	-7	-5	0	-1
O=[N+]([O-])c1cccc(CON=Cc2cc(Cl)ccc2O)c1	i	i	0	3	2.3	-1	/	2	-7	3
CC1CCN(C(=O)c2ccc(N3C(=O)c4ccccc4C3=O)cc2)CC1	i	i	-1	-2	-1.0	0	-10	5	-29	-1
CCOc1ncccc1C(=O)NCCc1ccc(OC)cc1	i	i	-1	-3	-2.0	0	-11	1	6	6

Bioassay records as filed in PubChem BioAssay.
